Screening results: PubChem, several laboratories
T cell HTS = modulators of CD8 T cell-vesicle binding, primary screen, mouse 2C CD8+ T cells, flow cytometry; 2C CD8+ T cell-vesicle binding; stronger effect = lower value; calls only at 7 µM; 330,000 tested, 0.068% active;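 active = response, share of CD8 T cells binding vesicles, and their 90th percentile fluorescence all below set limits, cut at about 80% in these data, passing the limit was not always enough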
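Incubation: binding step 1.5 h, 37 °C, antibody labelling 20 min, ice; system: murine 2C transgenic CD8+ T lymphocytes; technique: cytometric PE anti-B7-1 and Alexa647 anti-CD8 signals after 1% paraformaldehyde fixation; also added: QL9-charged Drosophila Ld/ICAM-1/B7-1 vesicles; control set: naked versus QL9-loaded vesicles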
MT stabilize HCS = microtubule stabilizers in HeLa cells, primary screen, imaging, high-content imaging; HeLa tubulin immunostaining HCS, 24 h; share of cells brighter than vehicle mean+2SD; % tubulin-high responders, % at 10 µM; 200,000 tested, 0.83% active;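 active = plate Z-score above 3 for both tubulin-high and condensed-nucleus cell shares, with cell loss under 80%, at 10 µM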;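 also: anti alpha tubulin signal scored within the nucleus-defined area of each cell; some results filed as inactive read as strong as hits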
Ins promoter up = insulin promoter activators in MIN6 cells, imaging, high-content screening, mouse beta cells | MIN6 insulin promoter-GFP reporter; stronger effect = higher value | z-score at 5 µM | 190,000 tested, 0.3% active;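 active = z-score above 3 at 5 µM with at least 500 cells counted in the well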
TNAP activation fold = human TNAP enzyme activators, primary screen, biochemical, luminescent, no phosphate acceptor, uHTS (AID 1001); 200,000 tested, 0.03% active; Alkaline phosphatase, tissue-nonspecific isozyme (Homo sapiens); one-dose activation fold at 20 µM; EC50 in µM for titrated hits; purified TNAP, luminescent activation assay, no phosphate acceptor; higher activation fold means a stronger effect; in the data active = activation fold from about 3, or a potency from the dose series; inactive = the rest, 99 in 100 with activation fold below about 1.6; also: many of its hits are not listed in these tables
Lipid droplet = inhibitors of hepatocyte lipid droplet formation, primary screen, imaging, high-throughput imaging, BODIPY stain; AML12 mouse hepatocytes, oleate lipid droplets; inhibition, % at 6.5 µM; 240,000 tested, 0.4% active; AID 1656, 2009;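 active = lipid droplet intensity inhibited by at least 50%, with more than 500 cells counted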
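System: AML12 hepatocytes (mouse). Probe or stimulus: oleic acid at 100 µM to induce lipid droplet formation. Times: overnight treatment with compound plus oleate. Detection: Image-based BODIPY and DAPI two-channel analysis. Evaluation: percent inhibition of filter-corrected integrated lipid droplet intensity per well.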
human PMI inhibitors = human PMI inhibitors, high substrate, primary screen, biochemical, fluorescence intensity, high mannose 6-phosphate (AID 1220); Mannose-6-phosphate isomerase (Homo sapiens); recombinant PMI enzyme, coupled fluorescence intensity; higher % means a stronger effect; inhibition, % at 20 µM; hits with a dose series show IC50 in µM; 190,000 tested, 0.66% active
Autophagy HCS = autophagy modulators in MEF cells, primary screen, imaging, high-content, MEF GFP-LC3. 190,000 tested, 0.98% active. MEF GFP-LC3 puncta imaging; test concentration mostly 10 µM. calls only at 10 µM (by protocol). AID 463193, 2010;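 active = percentage of spot-positive cells more than 3 SD above its plate mean, without a fluorescence outlier flag or 80% toxicity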;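 also: spot-positive cell cutoff set from DMSO-treated cells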
human PMI inhibition = inhibitors of human PMI, primary screen, biochemical, fluorescence intensity, coupled assay (AID 1209); purified PMI enzyme, coupled fluorescence intensity; higher % means a stronger effect; inhibition, % at 20 µM, or IC50 in µM where a hit was titrated; 190,000 tested, 0.42% active;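 also: plate controls were DMSO vehicle for no effect and wells lacking substrate for full effect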
b-catenin transl = modulators of beta-catenin nuclear translocation, primary screen, imaging, HeLa cells, immunofluorescence, high-content; nuclear translocation activity, % at 5 µM; 190,000 tested, 0.3% active; AID 1665, 2009;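 active = nuclear translocation activity above 50% at 5 µM, with a well cell count of 50 or more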;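 also: per-cell ratio of nuclear to cytoplasmic median beta-catenin stain intensity; plate controls were DMSO negative control for no effect and GSK-3 inhibitor IX positive control for full effect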
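Technique: fluorescence imaging of beta-catenin antibody stain plus DAPI / Material: human HeLa cell line / Incubation: compound treatment 24 h, 37°C, 5% CO2 / Read-out basis: % activation of per-cell nuclear versus cytoplasmic median beta-catenin signal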
Ins promoter up cell count = further read-out of Ins promoter up, marked with its call; cell count; measured here: cytotoxicity, nuclei count;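 total cells summed across four imaged fields per well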
Lipid droplet cells 6.5 µM = also measured in Lipid droplet; calls as there; cell count; measured here: cell count, cytotoxicity flag;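 cells counted across two imaged fields per well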
b-catenin transl cell count 5 µM = also measured in b-catenin transl; calls as there; cell count; measured here: cell count, cytotoxicity flag
T cell HTS vesicle-bound % = also measured in T cell HTS; calls as there; double positive events, %; measured here: CD8+ vesicle-bound cell fraction;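 binding gate set so that unloaded-vesicle control wells show 10% double positive cells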
MT stabilize HCS Hoechst-high % = recorded beside MT stabilize HCS, whose call it bears; % Hoechst-high responders; measured here: nuclear condensation Hoechst responders;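 share of cells brighter than vehicle mean plus two SD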
MT stabilize HCS cytotoxicity % = further read-out of MT stabilize HCS, marked with its call; toxicity, %; measured here: cytotoxicity by cell density;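 0% = mean cell density of plate MIN control wells and 100% = no cells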
Autophagy HCS cell loss 18 h = second read-out of Autophagy HCS, no call of its own (marks repeat the call); toxicity, %; measured here: cell loss, nuclei count;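 cell loss after 18 h compound exposure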
The depositor's hits bear a star; i = inactive; . = no result given. Rule as the data show it, unless noted: active = inhibition above about 50%; inactive = the rest.

Order of results: T cell HTS, T cell HTS vesicle-bound %, MT stabilize HCS, MT stabilize HCS Hoechst-high %, MT stabilize HCS cytotoxicity %, Ins promoter up, Ins promoter up cell count, TNAP activation fold, Lipid droplet, Lipid droplet cells 6.5 µM, human PMI inhibitors, Autophagy HCS, Autophagy HCS cell loss 18 h, human PMI inhibition, b-catenin transl, b-catenin transl cell count 5 µM
O=C(NCCO)c1cc2ccccc2c(=O)s1
→ i, 37.0, 4.0, 1.9, 3.5, -0.39, 1575, 1.1, ., ., 0.4%, i, 17.2, 2.3%, -2.3, 768
CCOc1ccc(C(=O)NCCN(C)C)cc1
→ i, 26.7, 0.9, 1.5, 4.3, 0.86, 1215, 1.1, -0.3, 733, 9.1%, i, -3.1, 12.8%, -3.8, 1166
CCc1ccc(C(=O)NC(C(=O)O)C(C)C)cc1 (stereo not given)
→ i, 35.9, 3.4, 2.3, 3.3, -0.02, 1492, 1.1, ., ., -1.7%, i, 2.0, -1.7%, -3.3, 1306
CC(C)OC(=O)CN1C(=O)c2ccccc2C1=O
→ i, 10.7, 2.8, 2.0, 1.6, -1.85, 1288, 1.1, -0.2, 753, -0.6%, i, -5.1, 5.0%, -0.5, 1148
CN(C)c1ccc(C(C(=O)NC(C)(C)C)N(C(=O)c2csnn2)C2CC2)cc1 (stereo not given)
→ i, 41.3, 4.2, 2.7, 0.8, 0.02, 1039, 1.1, 13.0, 799, -2.4%, i, -2.7, 3.1%, -0.1, 1115
O=C(CN1CCN(C(=O)c2ccccc2)CC1)Nc1ncc(Br)cc1Br
→ i, 30.3, 1.7, 2.0, 5.7, -0.2, 1401, 1.1, -23.5, 574, -2.3%, i, -5.3, 6.8%, ., .
CCOc1cc(N2CCOCC2)c(OCC)cc1NC(=O)c1ccc(S(C)(=O)=O)cc1
→ i, 36.1, 3.4, 2.3, 3.7, 0.01, 1186, 1.1, 1.8, 703, 54.7%*, i, -0.2, 15.9%, -0.1, 1143
CCc1ccc(NC(=O)CSCCO)cc1
→ i, 27.4, 3.2, 3.6, 8.4, 0.72, 1222, 1.1, 22.0, 728, 1.8%, i, -1.9, 13.8%, ., .
CCSc1nc(C)cc(C)c1S(=O)(=O)c1ccccc1C
→ i, 41.1, 2.3, 1.6, 6.3, 1.86, 1932, 0.9, -56.5, 652, 9.2%, i, 7.7, 12.1%, -4.0, 1045
CN(C)S(=O)(=O)c1ccc2oc(SCC(=O)Nc3ccccc3F)nc2c1
→ i, 53.1, 4.9, 4.1, 8.5, -0.14, 1322, 1.1, 3.1, 707, -1.5%, i, -4.7, -3.6%, -2.4, 1104
O=C(O)c1ccc(COc2cccc(CO)c2)cc1
→ i, 34.0, 2.3, 2.3, 16.6, 0.12, 1297, 1.1, -2.4, 771, 5.8%, i, 3.5, 10.0%, -1.3, 1083
O=C(NC(c1ccccc1)c1ccccc1)c1ccc(S(=O)(=O)C(F)F)cc1
→ i, 43.2, 2.6, 2.0, 7.4, 0.48, 1514, 1.1, ., ., 13.4%, i, -1.0, 9.9%, -1.7, 1405
Cc1cc2c(cc1C)C(c1cc(Br)ccc1F)CC(=O)N2 (stereo not given)
→ i, 43.8, 27.5*, 67.4*, 20.3*, 0.24, 1164, 1.1, 5.2, 691, 1.1%, i, 18.8, 4.4%, 23.1, 570
CSCCNC(=O)c1ccc(OC2CCN(CCc3ccccc3)CC2)cc1
→ i, 43.9, 3.6, 2.7, 5.7, -1.36, 1447, 1.1, -2.3, 763, -9.3%, i, 2.4, 0.3%, 4.8, 931
FC(F)(F)c1cnc(Sc2nc3nccc(-c4ccc(Cl)cc4)n3n2)c(Cl)c1
→ i, 39.6, 1.8, 1.9, 7.1, -0.87, 741, 1, ., ., 1.2%, i, 10.0, 1.3%, 2.8, 738
COc1ccc(C2C(C#N)=C(N)N(c3ccccc3C#N)C3=C2C(=O)CCC3)cc1CN1CCCC1 (stereo not given)
→ i, 41.5, 1.9, 2.2, 7.0, 0.34, 1285, 1, -1.2, 688, 5.8%, i, 10.0, 14.2%, -0.9, 575
CN1CCN(C(=O)CC2(CC(=O)O)CCCC2)CC1
→ i, 56.8, 1.9, 2.2, 10.2, 0.6, 1111, 1, -2.0, 711, 4.9%, i, -10.7, -1.7%, -2.5, 986
COc1ccc(CN(Cc2ccc(C(=O)O)cc2)C(=S)Nc2cc(C)cc(C)c2)cc1OC
→ i, 31.4, 1.3, 2.0, 9.3, -0.31, 1310, 1.1, 5.5, 706, 9.3%, i, 3.6, 10.2%, -0.4, 1066
CCC(=O)Nc1sc(C(=O)N2CCCCC2)c(C)c1C#N
→ i, 6.7, 3.7, 2.0, 3.8, 1.37, 1211, 1, ., ., 9.9%, i, 1.4, 7.9%, -5.6, 857
Cc1ccc(S(=O)(=O)/N=C(/c2ccccc2)N2CCOCC2)cc1
→ i, 47.8, 2.9, 2.1, 6.3, 1.22, 1228, 1, -11.9, 650, 15.8%, i, -30.1, 8.6%, 0.5, 1480
OC(CN1c2ccccc2Sc2ccccc21)Cn1nnc2ccccc21 (stereo not given)
→ i, 44.0, 2.5, 2.8, 11.9, -2.2, 636, 1, -28.6, 625, 20.9%, i, 1.8, 19.8%, -0.7, 1089
CN1N=C(C(=O)N2CCCC(C(=O)c3cccc(C(F)(F)F)c3)C2)CCC1=O (stereo not given)
→ i, 54.3, 5.8, 2.1, 7.0, -1.03, 1292, 1, -23.3, 676, 4.1%, i, 14.7, 8.1%, 2.8, 1023
CCCCNS(=O)(=O)c1ccc(S(=O)(=O)NCc2ccncc2)cc1
→ i, 25.6, 2.4, 1.4, 5.8, ., ., 1.1, -36.7, 661, -8.6%, i, 13.5, -4.5%, 3.0, 546
Cn1cccc1Cc1nnc(SCC(=O)NCC2CCCO2)n1C (stereo not given)
→ i, 56.0, 2.1, 1.8, 8.8, 0.64, 1135, 1.1, 2.2, 672, -0.2%, i, 8.1, 2.1%, -0.4, 1146
CC(=O)c1cccc(NC(=O)COC(=O)c2ccc(S(C)(=O)=O)c([N+](=O)[O-])c2)c1
→ i, 44.5, 1.2, 1.5, 8.5, -0.62, 1338, 1.1, -4.0, 701, -14.8%, i, -7.9, -17.1%, -3.2, 1127
COc1cc(NC(=O)NCc2ccncc2)cc(OC)c1OC
→ i, 28.3, 3.1, 2.0, 8.8, 0.07, 1343, 1.1, ., ., 17.1%, i, -4.9, 7.8%, -3.4, 748
Cc1nc(CN(C)Cc2nc(Cc3ccccc3Cl)no2)cs1
→ i, 30.6, 2.9, 1.6, 7.5, 0.04, 1405, 1.1, -1.7, 594, 19.7%, i, -1.4, 4.5%, 0.0, 1577
O=C(/C=C/c1ccco1)Nc1ccc(C(=O)N2CCOCC2)cc1
→ i, 29.5, 1.5, 2.4, 2.0, 0.81, 1286, 1.1, -3.7, 603, 11.0%, i, 0.3, 4.0%, 0.2, 999
Cc1ccc(S(=O)(=O)NCc2ccc(C(=O)NCCCN3CCN(C)CC3)cc2)cc1
→ i, 50.1, 3.3, 2.6, 5.4, -0.89, 1216, 1.1, ., ., 2.2%, i, -2.8, 5.7%, -3.0, 1001
Nc1ccc(C(=O)OCC(=O)Nc2ccc([N+](=O)[O-])cc2C(F)(F)F)cc1
→ i, 20.5, 6.5, 2.8, 6.4, -0.38, 1324, 0.9, -7.9, 682, 1.3%, i, 17.9, 12.9%, 2.8, 1008
Cc1ccc(C(=O)NNC(=O)C2CCN(S(=O)(=O)c3ccc(C)cc3)CC2)cc1
→ i, 56.1, ., ., ., 0.05, 992, ., 0.0, 761, ., ., ., ., -1.4, 1340
CSc1ccc(CN(C)CC(=O)NC(=O)NC(C)(C)C)cc1
→ i, 30.6, 2.3, 1.6, 7.0, -0.57, 1211, 1.2, ., ., 8.8%, i, -2.7, 0.2%, -1.8, 890
COCC(=O)N1CCC(Oc2ccc(C(=O)NCc3cnc(C)cn3)cc2)CC1
→ i, 33.0, 0.7, 0.7, 1.0, 0.08, 1320, 1, -1.7, 700, 2.1%, i, -32.3, -0.4%, 3.3, 1017
Nc1nncn1C(=O)CCCN1C(=O)c2ccccc2C1=O
→ i, 9.1, 4.4, 2.6, 5.3, -0.32, 1179, 1.1, 3.7, 726, 3.1%, i, -6.9, 5.4%, -1.4, 1078
O=C(Nc1cc(-c2ccccc2)[nH]n1)c1ccccc1
→ i, 56.8, ., ., ., -0.07, 1062, ., 7.5, 679, ., ., ., ., -0.4, 1278
CC1CC(C)CN(C(=O)Cc2c(C(=O)O)[nH]c3ccc(Cl)cc23)C1 (stereo not given)
→ i, 19.3, 2.8, 1.4, 5.1, ., ., 1.1, 1.0, 741, -9.7%, i, -31.5, -24.3%, -0.7, 1129
COc1cc(/C=c2\sc3n(c2=O)CCCN=3)ccc1O
→ i, 48.8, 2.2, 2.0, 6.8, -0.07, 1481, 0.9, ., ., 6.7%, i, 4.6, 15.7%, 1.0, 1331
Cc1nc(N2CCOCC2)[nH]c(=O)c1[N+](=O)[O-]
→ i, 28.2, ., ., ., -1.03, 1353, ., -6.3, 633, ., ., ., ., -0.8, 1311
O=S(=O)(Nc1ccn(-c2ccccc2)n1)c1ccc(Br)cc1
→ i, 16.6, 1.8, 1.5, 23.5, 0.46, 1266, 1, -10.8, 706, 12.5%, i, 1.9, 9.3%, ., .
COc1ccccc1C(=O)OCC(=O)Nc1ccc(Cl)cn1
→ i, 38.8, 1.1, 2.1, 3.8, 0.33, 1386, 1.1, -3.6, 691, 6.1%, i, 7.4, 7.9%, 2.0, 1066
COc1ccc(-n2nc(C(=O)NCC(=O)N3CCN(c4ccccn4)CC3)c3ccccc3c2=O)cc1Cl
→ i, 59.7, 2.1, 0.9, 11.0, ., ., 1, -12.8, 736, 12.3%, i, 18.4, 9.0%, -0.1, 1118
COc1ccc(NC(=O)c2ncn[nH]2)cc1
→ i, 15.0, 2.3, 1.0, 4.0, 0.11, 1661, 1.1, ., ., -8.1%, i, -7.9, -3.9%, -1.2, 1386
